# Salmonella PhoP GFP = PhoP regulon inhibitors, Salmonella typhi PhoP promoter GFP reporter, confirmatory (AID 1850); Salmonella Typhi PhoP-promoter GFP reporter, fluorescence, 4 h; higher % means a stronger effect; one-dose inhibition, % at 50 µM; IC50 in µM for titrated hits; actives 0.33% (n = 310,000); in the data active = a potency from the dose series; inconclusive = inhibition mostly from about 25% at the one dose, without a potency; inactive = the rest, 99 in 100 with inhibition below about 19%;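 note: 0% = induced wells with vehicle and 100% = uninduced wells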
# influenza NS1A = H1N1 influenza NS1A inhibitors, functional cell based assay (AID 504329); NS1A functional cell-based assay, percent inhibition; higher % means a stronger effect; inhibition, % at 12.5 µM; hits with a dose series show IC50 in µM; actives 0.3% (n = 340,000); in the data active = a potency from the dose series; inconclusive = inhibition above about 27% without an active follow-up result; note: strong numbers were not always called active
# H37Rv inhibition = M. tuberculosis growth inhibition, HTS (AID 449762) | M. tuberculosis H37Rv growth inhibition, 7H9 media; higher % means a stronger effect | one-dose inhibition, % at 25 µM; IC50 in µM for titrated hits | actives 0.59% (n = 330,000); in the data active = a potency from the dose series; inconclusive = inhibition above about 70% without an active follow-up result;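 note: bacterial growth assessed after seven days of incubation; strong numbers were not always called active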
# M. tuberculosis = growth inhibition of non-replicating M. tuberculosis (AID 488890); Mycobacterium tuberculosis non-replicating, growth inhibition; higher % means a stronger effect; inhibition, % at 25 µM; hits with a dose series show IC50 in µM; actives 0.39% (n = 320,000); in the data active = a potency from the dose series; inconclusive = inhibition mostly from about 82% at the one dose, without a potency; inactive = the rest, 99 in 100 with inhibition below about 76%;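 note: plate controls were DMSO cells for no effect and high antibiotic wells for full effect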
# VEEV TC-83 Vero = inhibitors of VEEV TC-83 cytopathic effect, confirmation, Vero cells (AID 588727); Vero cells, VEEV TC-83 cytopathic effect inhibition; higher % means a stronger effect; inhibition, % at 20 µM; hits with a dose series show IC50 in µM; actives 0.13% (n = 350,000); in the data active = a potency from the dose series; inconclusive = inhibition mostly from about 14% at the one dose, without a potency; inactive = the rest, 99 in 100 with inhibition below about 12%; note: strong numbers were not always called active
# VEEV TC-83 Vero 10K pilot screen = recorded beside VEEV TC-83 Vero, whose call it bears; inhibition, %; measured here: 10K pilot screen inhibition
# Starred values were filed as active, the others as inactive; i = inactive; ? = inconclusive; / = no result given. Rows were taken by chance. Share with any hit: about 1.5%.
SMILES,Salmonella PhoP GFP,influenza NS1A,H37Rv inhibition,M. tuberculosis,VEEV TC-83 Vero,others
CCn1cc(C2C3=C(CC(C)(C)CC3=O)N(c3ccccc3)C3=C2C(=O)CC(C)(C)C3)c(C)n1,-3%,4%,-2%,23%,1.0%,
O=C(Cn1nnc(-c2ccccc2)n1)N/N=C/c1cc([N+](=O)[O-])ccc1O,-5%,0%,-6%,64%,6.1%,
COc1cccc(C(=O)Nc2cccc(C(=O)N3CCOCC3)c2)c1,2%,-1%,-7%,-1%,2.2%,
Cc1cc(C(=O)N2CCCC(N3CCN(c4cccc(Cl)c4)CC3)C2)n(C)n1 (stereo unspecified),8%,-7%,-1%,9%,i,
Cc1ccc(-n2ncc(C(=O)Nc3cc(Cl)cc(Cl)c3)c2C2CCNCC2)cc1C,/,4%,/,/,2.7%,
COc1ccc(NC(=O)n2nc(OC(=O)c3cccs3)cc2N)cc1,7%,4%,65%,?,0.2%,
Cc1ccc(Cl)cc1NC(=O)Cn1cc(C(F)(F)F)cc(Cl)c1=O,1%,6%,2%,9%,2.0%,
CCN1CCN(C2CCCCC2NS(=O)(=O)c2ccc(Cl)cc2)CC1 (stereo unspecified),-6%,-11%,9%,-5%,1.1%,
Cc1ccc(NC(=O)c2ccc(-n3cccn3)c([N+](=O)[O-])c2)cc1,-2%,6%,16%,46%,1.2%,
O=C(NCC1CCCO1)NC12CC3CC(CC(C3)C1)C2 (stereo unspecified),21%,-1%,4%,-2%,1.4%,
C[C@H]1CN([C@@H](C)CO)C(=O)c2cccc(NC(=O)C3CC3)c2O[C@H]1CN(C)Cc1ccc(-c2ccccc2)cc1,/,9%,6%,27%,3.7%,
CCc1nc2ccc(C(=O)Nc3ccc(NC(C)=O)cc3)cc2nc1CC,2%,8%,0%,-2%,0.4%,
O=C(Nc1ccc(N2CCOCC2)cc1)c1cccc(S(=O)(=O)N2CCCC2)c1,-3%,6%,-9%,-8%,1.8%,
CNNC(=O)C(C)NC(=O)c1ccc(Br)cc1 (stereo unspecified),7%,3%,-8%,-10%,3.0%,
Cn1cnnc1Sc1ccc(C(=O)NCCC(c2ccccc2)c2ccccc2)cc1[N+](=O)[O-],-4%,9%,2%,49%,0.8%,
O=C(Cc1ccc2c(c1)CCCC2)Nc1ccc2ccccc2c1,-1%,-6%,-10%,-6%,0.6%,
C1=CC(Cc2cncs2)c2ccccc21 (stereo unspecified),/,-5%,-6%,18%,1.9%,
CCCN(Cc1cc2cc(C)ccc2[nH]c1=O)C(=O)c1cccc([N+](=O)[O-])c1,13%,9%,-10%,25%,0.6%,
C[C@H](NC(=O)c1ccccc1Cl)C(=O)NCCc1ccc(S(N)(=O)=O)cc1,7%,9%,1%,-6%,0.1%,
CCC(C)(C)C1CCc2[nH]nc(C(=O)NCC3CC3)c2C1 (stereo unspecified),-9%,-7%,-6%,25%,2.0%,

# A draw from above in order of molar mass, rising.
SMILES,Salmonella PhoP GFP,influenza NS1A,H37Rv inhibition,M. tuberculosis,VEEV TC-83 Vero,others
CNNC(=O)C(C)NC(=O)c1ccc(Br)cc1 (stereo unspecified),7%,3%,-8%,-10%,3.0%,
O=C(Cc1ccc2c(c1)CCCC2)Nc1ccc2ccccc2c1,-1%,-6%,-10%,-6%,0.6%,
CCc1nc2ccc(C(=O)Nc3ccc(NC(C)=O)cc3)cc2nc1CC,2%,8%,0%,-2%,0.4%,
C[C@H](NC(=O)c1ccccc1Cl)C(=O)NCCc1ccc(S(N)(=O)=O)cc1,7%,9%,1%,-6%,0.1%,

# Next part:
SMILES,Salmonella PhoP GFP,influenza NS1A,H37Rv inhibition,M. tuberculosis,VEEV TC-83 Vero,others
Cc1cc([N+](=O)[O-])nn1Cc1ccc(F)cc1,/,5%,/,/,0.1%,
O=C(NCc1ccco1)c1ccc(CS(=O)(=O)Cc2ccc(Cl)cc2)o1,8%,6%,0%,8%,i,
O=C(C1=C(O)C(=O)N(CCc2ccccc2)C1c1ccncc1)c1cc2ccccc2o1 (stereo unspecified),-11%,-1%,0%,39%,1.1%,VEEV TC-83 Vero 10K pilot screen=0.0
O=C(NCc1ccccc1F)C1CCN(S(=O)(=O)c2ccccc2)CC1,-20%,-8%,7%,-12%,1.6%,
COc1ccc(Br)cc1CNC(=O)CCc1nc(-c2ccc(C)cc2)no1,-4%,-1%,6%,3%,0.2%,
COc1cc(OC)cc(C(=O)N2CCN(c3ccccn3)CC2)c1,-9%,-4%,-2%,2%,0.9%,
O=C1c2ccccc2-c2onc3ccc(N4CCCC4)c1c23,/,24µM*,/,/,i,
Cc1nnc2n(-c3ccccc3)c(=O)c3ccccc3n12,2%,-4%,4%,-11%,0.9%,
CN(CC(=O)Nc1c(Cl)cccc1Cl)C(=O)C1CC(=O)N(Cc2ccccc2)C1 (stereo unspecified),/,2%,-15%,-8%,2.1%,
CCOC(=O)C1CCCN(CCC(C)c2ccccc2)C1 (stereo unspecified),-2%,-1%,-1%,49%,1.0%,
CCn1nnnc1SCC(=O)N1CCCc2ccccc21,9%,-3%,38%,24%,i,
COc1ccccc1C(=O)NCC1CCN(c2ccc(S(=O)(=O)N3CCOCC3)cc2)CC1,8%,-3%,2%,19%,i,
CCOc1ccccc1CN1CCNC(=O)C1CC(=O)N(C)C1CCOCC1 (stereo unspecified),13%,-2%,7%,-1%,1.7%,
COC(=O)c1cc(-c2ccc(Br)cc2)c2c(=O)[nH]c(=O)n(C)c2n1,-4%,-10%,4%,1%,i,
CCCN(C(=O)CCSc1ccc(F)cc1)c1c(N)n(Cc2ccccc2)c(=O)[nH]c1=O,-5%,-4%,-3%,0%,5.4%,
CCn1nnnc1SCC(=O)Nc1ccc2c(c1)OCO2,1%,0%,-8%,21%,0.1%,
C=CCn1c[n+](CC(=O)c2ccc(Br)s2)c2ccccc21,11%,/,48%,62%,0.5%,
CCc1ccc(CNC(=O)c2ccc(NC(=O)C3=CSCCO3)cc2)cc1,2%,0%,19%,63%,8.7%,
CCOC(=O)N1CCN(C(=O)CNC(=O)C23CC4CC(CC(C4)C2)C3)CC1,10%,11%,5%,11%,4.2%,
C/C(=N\NC(=O)c1nnn(-c2nonc2N)c1C)c1ccc(-c2ccccc2)cc1,-3%,3%,9%,-7%,1.6%,
COc1cc(CN2CCN(C(=O)CC(C)C)CC2)cc(OC)c1OC,1%,9%,-1%,-2%,1.0%,
CCOC(=O)NC1CCS(=O)(=O)C1 (stereo unspecified),-2%,14%,-3%,-14%,1.7%,
O=C(Nc1nc2ccccc2[nH]1)c1ccccc1,-4%,-17%,?,?,9.1%,
CN(Cc1ccccc1)CC(O)COc1ccc(CNCc2ccc(Cl)s2)cc1 (stereo unspecified),124µM*,-1%,41%,46%,5.0%,
Cc1ccc(CSc2nnc(-c3cccnc3)n2N)cc1,-2%,4%,9%,28%,i,VEEV TC-83 Vero 10K pilot screen=0.9
COc1ccc(NS(=O)(=O)c2ccc(NC(=O)C(C)(C(F)(F)F)C(F)(F)F)cc2)nn1,-2%,6%,-2%,36%,4.0%,
O=C(CN1C(=O)NC2(CCCCCCC2)C1=O)N1CCOCC1,-1%,-3%,-3%,2%,1.0%,
CCOC(=O)C1CCCN(C(=O)CN2C(=O)C(CC)Oc3ccc(C)cc32)C1 (stereo unspecified),-11%,-1%,1%,-2%,i,
COc1ccc(C2=NOC(Cn3nc(C(=O)NCc4ccccc4OC)cc3-c3ccccc3)C2)cc1 (stereo unspecified),2%,4%,2%,12%,9.9%,VEEV TC-83 Vero 10K pilot screen=8.4
CC1(C)O[C@H]2CC(=O)OC[C@]23[C@H]2CC[C@@]4(C)[C@H](c5ccoc5)OC(=O)[C@H]5O[C@]54[C@]2(C)[C@@H](O)C[C@@H]13,/,6%,-14%,-8%,1.6%,
NS(=O)(=O)c1cc2c(cc1Cl)NC(Cc1ccccc1)NS2(=O)=O (stereo unspecified),36%,-4%,4%,3%,1.1%,
Cc1ccc(S(=O)(=O)N/N=C/c2cn(C)nc2C)cc1,8%,-1%,-7%,-16%,0.9%,
CC(OC(=O)CCCc1c[nH]c2ccccc12)C(=O)Nc1ccc(S(N)(=O)=O)cc1 (stereo unspecified),-3%,-9%,3%,9%,3.6%,
CCn1c(C)nc2cc(C(=O)NNC(=S)Nc3ccc(Cl)cc3Cl)ccc21,7%,-1%,9%,35%,2.2%,
CCCCCC(=O)Nc1ccc(Cl)cn1,-3%,1%,-5%,-4%,i,
CC(C)Oc1ccc(C(=O)/C=C2/C(=O)Nc3ccccc32)cc1,-9%,0%,11%,?,9.8%,
CCOc1cc(NC(=S)NCCCN2CCOCC2)c(OCC)cc1NC(=O)c1ccc(OC)cc1,-4%,6%,7%,49%,3.3%,
O=C(COc1ccc2c3c(c(=O)oc2c1)CCC3)NCc1cccnc1,6%,1%,3%,10%,i,
O=C(N/N=C/c1ccc(-c2ccccc2C(=O)O)o1)c1cccs1,-2%,7%,6%,53%,0.8%,
N#Cc1c(-c2ccco2)cc(-c2ccc(F)cc2)nc1N,-5%,-10%,3%,26%,8.3%,

# Among those listed so far, these have a CF3 group.
SMILES,Salmonella PhoP GFP,influenza NS1A,H37Rv inhibition,M. tuberculosis,VEEV TC-83 Vero,others
Cc1ccc(Cl)cc1NC(=O)Cn1cc(C(F)(F)F)cc(Cl)c1=O,1%,6%,2%,9%,2.0%,
COc1ccc(NS(=O)(=O)c2ccc(NC(=O)C(C)(C(F)(F)F)C(F)(F)F)cc2)nn1,-2%,6%,-2%,36%,4.0%,

# New compounds follow
SMILES,Salmonella PhoP GFP,influenza NS1A,H37Rv inhibition,M. tuberculosis,VEEV TC-83 Vero,others
Cc1ccc(NC(=O)Cn2c(=O)oc3ccccc32)cc1Cl,-1%,-1%,1%,10%,4.1%,
CCOCCCn1c(SCC(=O)Nc2ccc(OC)cc2)nc2ccccc2c1=O,2%,2%,3%,-4%,i,
Cc1sc2c(c1C)C(c1cccs1)=NCC(=O)N2CC(=O)NCc1cccs1,2%,-2%,-8%,24%,1.3%,
Clc1ccc(NCc2cccnc2)c(Cl)c1,9%,-8%,4%,13%,0.7%,
COc1ccc(-c2cc(C(F)F)n3ncc(C(=O)NCC4CCCO4)c3n2)cc1 (stereo unspecified),-10%,0%,2%,17%,9.7%,
CCCCn1c(N)c(Sc2ccc([N+](=O)[O-])cc2)c(=O)[nH]c1=O,-6%,-4%,1%,-5%,0.2%,
CCN(CC)S(=O)(=O)c1ccc(N2CCOCC2)c(NS(=O)(=O)c2ccc(OC)cc2)c1,5%,20%,-1%,-8%,0.2%,
O=S(=O)(NCc1ccccn1)c1ccc2c(c1)OCCO2,-4%,15%,-11%,1%,i,

# Compound activity from PubChem.
